From PubChem
NCI-60 one-dose screen, 48 h, at 10 µM unless noted. Numbers give growth in % (100 = growth as untreated, 0 = no growth, -100 = all killed).
T-47D: T-47D breast cancer; 79,000 tested, 5% active; AID 1794792
UACC-257: UACC-257 melanoma; 78,000 tested, 4.4% active
MALME-3M: MALME-3M melanoma; AID 1794766; 78,000 tested, 5.8% active
MCF7: MCF7 breast cancer; 82,000 tested, 6.3% active
HS 578T: HS 578T breast cancer; 78,000 tested, 4.1% active; AID 1794788
BT-549: BT-549 breast cancer; 78,000 tested, 4.4% active; AID 1794793
UACC-62: UACC-62 melanoma. 81,000 tested, 5.4% active. AID 1794756
LOX IMVI: LOX IMVI melanoma. 79,000 tested, 7.4% active
Starred values were filed as active, the others as inactive; . = no result given; & = joins results of further samples. How the source made its calls: active means growth percent below 10; inactive means the rest.

The first 4 records, ahead of the listing:
1) O=C1CCC(Nc2ccc3cccc(O)c3n2)N1 (stereo unspecified)
2) CCCCc1ccc(NC(=O)N(CCCl)N=O)cc1
3) NC(=O)c1ccc2c(c1)CN(c1ncc(Cc3ccc(-n4cccn4)cc3)s1)CC2
4) O=c1nccc[nH]1

Assay by compound	1	2	3	4
T-47D	98	112	33	113
UACC-257	102	103	49	114
MALME-3M	96	101	74	99
MCF7	91	93	66	99
HS 578T	103	111	96	.
BT-549	102	85	36	117
UACC-62	100	86	61	104
LOX IMVI	96	89	65	104

The list itself, repeating the preview:
1) O=C1CCC(Nc2ccc3cccc(O)c3n2)N1 (stereo unspecified)
2) CCCCc1ccc(NC(=O)N(CCCl)N=O)cc1
3) NC(=O)c1ccc2c(c1)CN(c1ncc(Cc3ccc(-n4cccn4)cc3)s1)CC2
4) O=c1nccc[nH]1
5) Cn1c(=O)c2[nH]c(CCC3CCCC3)nc2n(C)c1=O
6) COc1ccccc1/C=C(\C#N)C(=O)O
7) N#CC1(Nc2ccc(S(N)(=O)=O)cc2)CCCC1
8) O=C(O)Cc1ccccc1[N+](=O)[O-]

Assay by compound	1	2	3	4	5	6	7	8
T-47D	98	112	33	113	.	91	.	88
UACC-257	102	103	49	114	113	103	108	96
MALME-3M	96	101	74	99	134	93	105	100
MCF7	91	93	66	99	93	103	100	101
HS 578T	103	111	96	.	97	103	112	99
BT-549	102	85	36	117	106	98	109	108
UACC-62	100	86	61	104	92	102	106	91
LOX IMVI	96	89	65	104	99	68	.	97

9) COC1=C[C@@]23CCC(=O)N2CCc2cc4c(cc2[C@H]3[C@H]1OC(=O)C(C)(C)O)OCO4
10) Nc1cc([N+](=O)[O-])cc(S(=O)(=O)O)c1O
11) O=C(Nc1cccc(-n2ccc3c(NC(=O)c4ccccc4)nccc32)c1)c1cccc(C(F)(F)F)c1
12) Cn1cc(-c2noc(-c3cn(C)c4ncc(Br)cc34)n2)c2cc(Cl)ccc21
13) Cc1ccc(C(C(=O)NC2CCCCC2)N(Cc2ccccc2Cl)C(=O)c2ccc(CN3CCOCC3)o2)o1 (stereo unspecified)
14) O=[N+]([O-])c1ccc(/C=N/Nc2ccc3nnc(-c4ccccc4)n3n2)cc1
15) Brc1ccsc1Br
16) O=C(O)c1cnc[nH]1

Assay by compound	9	10	11	12	13	14	15	16
T-47D	92	105	56	32	100	100	95	111
UACC-257	104	112	42	99	103	118	111	95
MALME-3M	102	135	48	35	109	109	114	110
MCF7	93	95	19	66	95	96	103	103
HS 578T	98	95	.	66	86	109	129	100
BT-549	99	110	-6.4*	.	152	.	102	96
UACC-62	89	108	30	79	66	107	109	100
LOX IMVI	97	111	8.4*	65	87	104	108	99

17) COc1ccc(-c2cc(C(=O)N=Nc3c(O)n(Cc4ccccc4)c4ccccc34)no2)cc1
18) Cc1ccccc1OCC1COCN(C(C)(C)CO)CO1 (stereo unspecified)
19) Nc1ccc2[nH]c(=S)sc2c1
20) O=C(Nc1ccc(Cl)c([N+](=O)[O-])c1)Nc1nc2ccccc2s1
21) O=C1C(Cl)=C(NCc2ccc(Cl)cc2)C(=O)N1c1cccc(C(F)(F)F)c1
22) Brc1ccccc1-c1nnc(Cn2cc(-c3ccccc3)nn2)o1
23) NNc1nc2[nH]c(=O)ccc(=O)n2n1
24) Cc1ccc(/C(N)=N/C(N)=N/c2nc3ccccc3s2)cc1

Assay by compound	17	18	19	20	21	22	23	24
T-47D	99	.	103	37	76	90	104	81
UACC-257	109	98	117	92	92	108	104	111
MALME-3M	101	99	106	68	91	108	93	110
MCF7	95	94	94	79	93	82	94	74
HS 578T	99	100	112	103	100	99	103	112
BT-549	113	131	101	88	88	101	113	102
UACC-62	87	90	89	70	89	89	97	92
LOX IMVI	97	99	90	91	88	97	80	-17*

Record cards (already shown). Values in the order: T-47D, UACC-257, MALME-3M, MCF7, HS 578T, BT-549, UACC-62, LOX IMVI
Results for Cc1ccccc1OCC1COCN(C(C)(C)CO)CO1 (stereo unspecified) : ., 98, 99, 94, 100, 131, 90, 99
Results for Nc1ccc2[nH]c(=S)sc2c1 : 103, 117, 106, 94, 112, 101, 89, 90

(listing goes on)
25) O=C(NCCc1ccccc1)C(O)C(Cc1ccccc1)N(Cc1ccccc1)Cc1ccccc1 (stereo unspecified)
26) CC(C)CNCC(O)COc1ccc(C(C)(C)c2ccc(OCC(O)CNCC(C)C)cc2)cc1 (stereo unspecified)
27) O=C(CCl)n1nnnc1Cc1ccccc1
28) Cc1c(C(=O)NNC(=O)Nc2ccc(Cl)cc2)nnn1-c1ccc(Cl)cc1
29) CCOC(=O)c1cnc2ccccc2c1Nc1cccc(NS(C)(=O)=O)c1
30) C[C@]12CC[C@@H]3c4ccc5nc6ccccc6cc5c4CC[C@H]3[C@@H]1CCC2=O
31) CS(=O)(=O)Nc1cc(-c2ccc3ncnc(Nc4ccc(F)c(Cl)c4)c3c2)cnc1Cl
32) Cc1ccc2c(c1)=C/C(=C/c1sc(Nc3ccc(S(N)(=O)=O)cc3)nc1O)C(=O)N=2

Assay by compound	25	26	27	28	29	30	31	32
T-47D	42	-31*	99	79	107	62	-7.5*	102
UACC-257	89	-37*	89	97	108	57	4.6*	102
MALME-3M	86	-63*	106	83	112	87	-15*	96
MCF7	39	10	101	91	93	46	5.4*	92
HS 578T	80	65	121	.	92	48	-12*	93
BT-549	99	69	94	92	92	51	-22*	113
UACC-62	71	-65*	89	76	100	64	-8.2*	93
LOX IMVI	63	-80*	87	.	103	69	-24*	100

Pulled one by one from above, 2 records:
28) Cc1c(C(=O)NNC(=O)Nc2ccc(Cl)cc2)nnn1-c1ccc(Cl)cc1
25) O=C(NCCc1ccccc1)C(O)C(Cc1ccccc1)N(Cc1ccccc1)Cc1ccccc1 (stereo unspecified)

Assay by compound	28	25
T-47D	79	42
UACC-257	97	89
MALME-3M	83	86
MCF7	91	39
HS 578T	.	80
BT-549	92	99
UACC-62	76	71
LOX IMVI	.	63

Next section:
33) FC(F)(F)Oc1ccc2nc3nc4ccc[nH]c4cc3c2c1
34) C1CCC2OCOCC2C1 (stereo unspecified)
35) Oc1ccc(O)c(O)c1
36) CCOC=Nc1c(C(=O)Nc2cccc(Cl)c2)oc2ncccc12
37) O=S(=O)(Nc1ccc(-n2cnc3cc(-c4ccc(O)cc4)ccc32)cc1)C1CC1
38) CCC[CH2][Sn]1([CH2]CCC)[O]C2C(CO)OC(n3ccc(N)nc3=O)C2[O]1 (stereo unspecified)
39) CCC(O)(c1ccccc1)c1ccccc1
40) O=C1CC(=O)OC(c2ccc([N+](=O)[O-])cc2)O1

Assay by compound	33	34	35	36	37	38	39	40
T-47D	41	96	102	78	73	-69*	88	18
UACC-257	103	105	104	111	98	-87*	95	-24*
MALME-3M	93	105	.	100	98	-72*	112	-37*
MCF7	17	98	107	93	74	-92*	93	7.4*
HS 578T	57	86	109	.	95	-12*	104	13
BT-549	84	110	110	98	92	-85*	114	51
UACC-62	81	99	107	98	74	-89*	96	-72*
LOX IMVI	80	.	96	91	116	-57*	101	-84*

41) COc1cc(C2CC(=O)Nc3c2c(C)nn3-c2ccc(Cl)nn2)cc(OC)c1O (stereo unspecified)
42) Clc1ccc(CSc2ncc(Br)c(Cl)n2)cc1
43) CCCCCN(/C=C\c1cc(Cl)ccc1OC)CCCCC
44) O=c1c2cc(F)ccc2sc2c(NCCN3CCOCC3)nc3ccccc3c12
45) O=C(Nc1ccc2ncnc(Nc3ccc(Oc4cccc(F)c4)c(Cl)c3)c2c1)c1ccc(CNCCO)cc1
46) CC(C)CC(=O)C(C)C(C)C (stereo unspecified)
47) O=C(Cn1nc(-c2ccccc2)ccc1=O)N/N=C/c1ccc(N2CCOCC2)cc1
48) c1ccc(CCc2cccc3ccccc23)nc1

Assay by compound	41	42	43	44	45	46	47	48
T-47D	102	110	103	85	43	98	69	102
UACC-257	97	126	96	98	99	.	99	96
MALME-3M	92	129	89	92	2.0*	91	90	86
MCF7	94	110	98	77	-67*	91	84	89
HS 578T	92	103	95	63	51	100	87	105
BT-549	100	.	102	82	85	100	121	120
UACC-62	99	101	96	82	106	103	84	98
LOX IMVI	99	85	98	21	-76*	99	102	93

49) Cc1cc(C)c(N)cc1C
50) C#CCOc1ccccc1C(OC(=O)c1ccc(Cl)cc1Cl)C(=O)NC(C)(C)C(C)(C)C (stereo unspecified)
51) O=C(NNC(=S)Nc1ccccc1)c1cc2ccc1CCc1ccc(cc1)CC2
52) CS(=O)(=O)c1ccc(/C(=N/N=C(N)N)c2ccc(Cl)cc2)cc1
53) O=C(CS(=O)c1oc(-c2cccs2)nc1S(=O)(=O)c1ccc(Br)cc1)c1ccccc1 (stereo unspecified)
54) O=C(CCn1cc[n+](CC(=O)c2ccccc2)c1)Nc1cccc2cccnc12
55) COc1ccc(/C=C/C(=O)Nc2ccc3oc(=O)ccc3c2)cc1
56) CC(=O)CC(=O)NCC#N

Assay by compound	49	50	51	52	53	54	55	56
T-47D	109&93	76	54	89	82	96	80	100
UACC-257	77&103	83	86	90	99	92	99	102
MALME-3M	103&85	88	75	82	119	.	102	110
MCF7	98&94	73	62	33	97	85	88	102
HS 578T	98&93	84	97	92	79	93	109	97
BT-549	83	88	80	85	97	103	108	105
UACC-62	104&81	62	56	81	88	92	99	109
LOX IMVI	95&98	87	59	80	104	96	98	103

57) CCCCCCCCCCCCCCNc1nc(C=O)ncc1-c1ccc(C(F)(F)F)cc1
58) COCCc1ccncc1
59) CC(C)(C)c1ccc(S(=O)(=O)Nc2ccccc2[N+](=O)[O-])cc1
60) CC12CCC(=O)N1CCc1cncn12 (stereo unspecified)
61) CN(C)c1nc(NCCNS(=O)(=O)c2ccc(C3=Nc4c(N)nc(N)nc4NC(c4ccc(F)cc4)C3)cc2)nc(N2CCOCC2)n1 (stereo unspecified)
62) COc1cc(-c2nc3ccc([N+](=O)[O-])cc3[nH]2)ccc1OCC(=O)N=Nc1c(O)[nH]c2ccc(Cl)cc12
63) CCCCCCNC(=O)Oc1ccc(/C(=C(/C)Cc2ccc(OC)cc2)c2ccc(OCCN3CCCC3)cc2)cc1
64) COC(=O)CCCCN=Cc1c(O)c(O)c(C(C)C)c2cc(C)c(-c3c(C)cc4c(C(C)C)c(O)c(O)c(C=NCCCCC(=O)OC)c4c3O)c(O)c12

Assay by compound	57	58	59	60	61	62	63	64
T-47D	91	107	92	98	65	55	58	25
UACC-257	99	94	84	101	87	102	91	.
MALME-3M	81	100	92	108	93	96	111	43
MCF7	99	95	89	95	56	75	40	9.7*
HS 578T	103	107	102	115	53	97	85	9.5*
BT-549	95	.	104	110	49	109	96	28
UACC-62	99	99	86	96	80	92	101	33
LOX IMVI	78	95	94	96	73	92	97	17

65) CCCCC(CC)CCC(C)OC(=O)CCl (stereo unspecified)
66) Cc1cc(N2CCCCC2)nc(N2CCN(CC(=O)Nc3ccc4c(ccn4C)c3)CC2)n1
67) O=C(COc1ccc(/C=C2\Oc3ccccc3C2=O)cc1)Nc1nc2ccccc2s1
68) CCOc1ccc(-c2nnc(-c3cc(OC)c(OC)c(OC)c3)n2-c2ccc(OC)cc2)cc1
69) O=c1[nH]c(=S)ccn1C1OC(CO)C(O)C1O (stereo unspecified)
70) Brc1ccc(-c2nc3ccccc3s2)cc1
71) CC1=CNC(=O)CC(C)(C)C1
72) CCOC(=O)c1sc(NCC(=O)Nc2ccccc2)c(C(=O)OCC)c1C

Assay by compound	65	66	67	68	69	70	71	72
T-47D	106	82	91	71	77	.	103	92
UACC-257	108	117	110	62	84	117	.	108
MALME-3M	88	106	24	105	95	96	103	109
MCF7	98	90	120	62	78	59	92	94
HS 578T	109	89	88	92	93	90	118	107
BT-549	103	96	46	99	90	101	107	132
UACC-62	104	95	82	91	84	89	102	96
LOX IMVI	96	98	-72*	89	86	90	97	.

73) COc1ccc(C[N+](C)(C)Cc2ccc(OC)cc2)cc1
74) O=c1ccc(-c2nc(N3CCOCC3)c3ccccc3n2)c[nH]1
75) Cc1ccc(NC(=O)NCn2c(=O)[nH]c3ccccc3c2=O)cc1
76) CC[N+](C)(C)C(C)(C)C
77) Cc1ccc(S(=O)(=O)N2CCc3c([nH]c4ccccc34)[C@@H]2Cc2cnc[nH]2)cc1

Assay by compound	73	74	75	76	77
T-47D	90	77	80	106	80
UACC-257	.	124	95	104	92
MALME-3M	99	99	79	114	83
MCF7	92	89	72	100	88
HS 578T	122	62	55	105	91
BT-549	104	97	115	110	88
UACC-62	109	55	61	103	74
LOX IMVI	94	98	84	107	71
